Compound activity deposited in PubChem BioAssay by several laboratories.
EBV gp42 block: inhibitors of Epstein-Barr virus glycoprotein 42; Fluorescence polarization binding assay, mP read-out; inhibition, % (tested at 21.74 µM); 220,000 tested, 0.42% active; in the data active = inhibition above about 50%
Target sequence (Q1HVG2 whole entry, looked up): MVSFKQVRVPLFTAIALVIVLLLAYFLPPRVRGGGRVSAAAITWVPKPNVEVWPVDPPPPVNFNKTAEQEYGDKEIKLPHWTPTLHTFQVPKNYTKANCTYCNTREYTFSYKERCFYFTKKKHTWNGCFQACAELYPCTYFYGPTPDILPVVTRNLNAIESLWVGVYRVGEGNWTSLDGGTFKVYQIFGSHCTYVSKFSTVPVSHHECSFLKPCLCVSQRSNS
p97 inhibitor: inhibitors of human p97 ATPase | 220,000 tested, 0.42% active | recombinant p97 ATPase, Kinase-Glo ATP luminescence, 3 h | AID 1481 | P55072 | inhibition, % at 8 µM; in the data active = inhibition above about 15%;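 also: 0% = DMSO vehicle and 100% = wells lacking enzyme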
Target sequence (P55072 whole entry, looked up): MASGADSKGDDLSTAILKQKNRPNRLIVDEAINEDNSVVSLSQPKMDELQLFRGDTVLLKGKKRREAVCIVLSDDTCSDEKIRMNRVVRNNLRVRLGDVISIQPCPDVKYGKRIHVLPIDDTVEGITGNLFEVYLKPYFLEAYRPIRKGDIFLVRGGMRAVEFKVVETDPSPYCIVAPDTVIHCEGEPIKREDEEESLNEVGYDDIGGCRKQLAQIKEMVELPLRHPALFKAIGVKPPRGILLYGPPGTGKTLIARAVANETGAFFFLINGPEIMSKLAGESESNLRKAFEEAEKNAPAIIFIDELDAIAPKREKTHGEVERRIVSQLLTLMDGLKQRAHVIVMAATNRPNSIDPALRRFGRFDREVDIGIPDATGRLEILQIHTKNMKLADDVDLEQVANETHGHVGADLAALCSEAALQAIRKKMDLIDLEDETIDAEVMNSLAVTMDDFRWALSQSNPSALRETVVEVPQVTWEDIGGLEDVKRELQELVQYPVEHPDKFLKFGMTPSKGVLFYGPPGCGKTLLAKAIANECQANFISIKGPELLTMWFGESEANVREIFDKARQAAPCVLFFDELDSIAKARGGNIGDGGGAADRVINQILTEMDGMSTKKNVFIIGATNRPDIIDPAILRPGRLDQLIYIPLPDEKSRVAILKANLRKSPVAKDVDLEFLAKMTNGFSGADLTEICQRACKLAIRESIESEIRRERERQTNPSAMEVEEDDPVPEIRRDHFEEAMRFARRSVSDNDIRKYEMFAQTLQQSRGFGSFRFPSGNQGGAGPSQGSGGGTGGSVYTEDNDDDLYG
Tb hexokinase: T. brucei hexokinase 1 inhibition; recombinant TbHK1, G6PDH-coupled NADH A340; inhibition, % at 10 µM; 220,000 tested, 0.11% active; AID 1430;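 active = inhibition of 50% or more in the single-dose primary screen; inactive = inhibition below 50%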
Runt-SMMHC FRET: Runt domain-CBFb-SMMHC interaction inhibition. 220,000 tested, 0.74% active. inhibition, % at 20 µM. Q01196+Q13951. Cerulean-Runt/Venus-CBFb-SMMHC FRET ratio 530/480, 1 h;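 active = mean inhibition across duplicate retests at 20 µM reaching about 50%, limit read from the data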;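 also: 0% = DMSO wells and 100% = wells with excess untagged CBFb-SMMHC; inhibitors lower the FRET ratio by blocking Runt binding to CBFb-SMMHC; some results filed as inactive read as strong as hits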
NCF1 inh: inhibitors of human p47phox binding | P14598 | p47phox/p22phox peptide binding, fluorescence polarization, 2 h | inhibition, % at 24.7 µM | 220,000 tested, 0.53% active;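 active = inhibition above about 30%, limit read from the data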;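 also: 0% = p47phox with labelled peptide and 100% = labelled peptide alone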
m-calpain inh: blocks pig calpain II enzyme activity; purified calpain II, fluorogenic peptide substrate, 30 min; AID 1236; 220,000 tested, 0.37% active; inhibition, % at 16 µM;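 active = inhibition above about 50%, limit read from the data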
Furin inhibitor: human furin inhibition; inhibition, % at 30 µM; 220,000 tested, 0.061% active; purified furin, fluorogenic substrate cleavage; in the data active = inhibition above about 25%; also: inactives centre near -15
RBBP9 inh: human RBBP9 hydrolase inhibition. O75884. recombinant RBBP9, FP-Rh probe fluorescence polarization. inhibition, % at 7.94 µM. 220,000 tested, 0.2% active;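 active = inhibition above the campaign mean of all tested compounds plus 3 SD, cut at about 14% in these data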;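 also: plate controls were DMSO wells with RBBP9 for no effect and wells lacking RBBP9 protein for full effect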
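Measured by: FP readout at 525/598 nm; material: recombinant human RBBP9; also added: Serine-hydrolase probe FP-Rh, 375 nM pre-mixing; medium: Tris buffer pH 8.0, NaCl, Pluronic; replication: one well per compound; doses: one concentration, 7.94 µM nominal, 0.794% DMSO; timing: preincubation 30 min plus labeling 45 min at 25 °C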
Runt-CBFb FRET: blocks binding of human RUNX1 Runt domain to CBFb | Cerulean-Runt/Venus-CBFb FRET ratio 530/480, 1 h | AID 1496 | 220,000 tested, 0.46% active | inhibition, % at 20 µM;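 active = inhibition over about 50% at 20 µM in the single-dose screen, limit read from the data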;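 also: 0% = DMSO wells and 100% = excess unlabeled CBFb competitor control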
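Doses: 20 µM compound in 1% DMSO | Material: Cerulean-labeled Runt domain protein | Amount: Each fluorescent fusion protein 100 nM | Schedule: Two 1 h room-temperature incubations shielded from light | Measured by: FRET fluorescence | Evaluation: Loss of energy transfer signal | Controls: Unlabeled CBFb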
Starred values were filed as active, the others as inactive; [ ] = remark or other dose.

For Cc1noc(C)c1C(=O)NC(C)c1ccc2c(c1)OCO2 (stereo not drawn) the results were EBV gp42 block -9, p97 inhibitor 4, Tb hexokinase 2, Runt-SMMHC FRET -3, NCF1 inh -2, m-calpain inh 20, Furin inhibitor -28[20 µM], RBBP9 inh -4 and Runt-CBFb FRET -1.
Screening Cc1ccc(C(=O)Nc2ccc(N3CCN(C(=O)c4ccco4)CC3)cc2)cc1 returned EBV gp42 block -15, p97 inhibitor -1, Tb hexokinase -4, Runt-SMMHC FRET -4, NCF1 inh -5, m-calpain inh -46, Furin inhibitor -4, RBBP9 inh -5 and Runt-CBFb FRET -4.
For CCCc1cc(C(=O)NC2CCCC2)no1 the results were EBV gp42 block -14, p97 inhibitor 5, Tb hexokinase -7, Runt-SMMHC FRET 1, NCF1 inh -10, m-calpain inh -15, Furin inhibitor -8, RBBP9 inh -2 and Runt-CBFb FRET 1.
Screening COc1cc(/C=C(\C#N)c2nc3ccccc3[nH]2)cc(Br)c1OCc1ccccc1 returned EBV gp42 block -12, p97 inhibitor 6, Tb hexokinase -8, Runt-SMMHC FRET -66, NCF1 inh -16, m-calpain inh -149, Furin inhibitor -16, RBBP9 inh -6 and Runt-CBFb FRET -8.
Screening COc1cc(/C=N\NC(=O)C2COc3ccccc3O2)cc(OC)c1O (stereo not drawn) returned EBV gp42 block 7, p97 inhibitor -5, Tb hexokinase -30, Runt-SMMHC FRET 11, NCF1 inh -5, m-calpain inh -1, Furin inhibitor -9, RBBP9 inh -13 and Runt-CBFb FRET 12.
`COc1cccc(CN(C(=O)Cc2c[nH]c3ccccc23)C(C(=O)NC2CCCCC2)c2ccc(C)o2)c1` (stereo not drawn) gave EBV gp42 block -1, p97 inhibitor 1, Tb hexokinase -2, Runt-SMMHC FRET 0, NCF1 inh -33, m-calpain inh -31, Furin inhibitor -17, RBBP9 inh -7 and Runt-CBFb FRET -1.
For CSc1nc2ccc(NS(=O)(=O)c3ccc4c(c3)OCCO4)cc2s1 the results were EBV gp42 block -7, p97 inhibitor 3, Tb hexokinase 3, Runt-SMMHC FRET 2, NCF1 inh -46, m-calpain inh 24, Furin inhibitor -11, RBBP9 inh 2 and Runt-CBFb FRET -2.
For CC(C)OP(=O)(OC(C)C)C(O)c1cccc([N+](=O)[O-])c1 (stereo not drawn) the results were EBV gp42 block 4, p97 inhibitor 1, Tb hexokinase -8, Runt-SMMHC FRET 2, NCF1 inh -10, m-calpain inh -14, Furin inhibitor -32, RBBP9 inh 0 and Runt-CBFb FRET -1.
`CCn1c(NC(=O)c2ccc(F)cc2)c2ccccc2nc1=O` gave EBV gp42 block -18, p97 inhibitor -1, Tb hexokinase -3, Runt-SMMHC FRET -1, NCF1 inh 7, m-calpain inh -106, Furin inhibitor -19[20 µM], RBBP9 inh 1 and Runt-CBFb FRET 2.
`O=C(C1=C[C@H](c2ccc(C(F)(F)F)cc2)C[C@H](OCCCCO)O1)N1CCN(Cc2ccc3c(c2)OCO3)CC1` gave EBV gp42 block -2, p97 inhibitor 1, Tb hexokinase -8, Runt-SMMHC FRET -4, NCF1 inh -9, m-calpain inh -17, Furin inhibitor -17, RBBP9 inh -6 and Runt-CBFb FRET 0.
Screening Cc1ccc(S(=O)(=O)N2CCC(C(=O)OC(C)C(=O)NC(N)=O)CC2)cc1C (stereo not drawn) returned EBV gp42 block -22, p97 inhibitor 3, Tb hexokinase -8, Runt-SMMHC FRET -1, NCF1 inh -8, m-calpain inh -16, Furin inhibitor -25, RBBP9 inh -4 and Runt-CBFb FRET 0.
`c1ccc2c(c1)NC1(CCCCCC1)n1c-2nc2ccccc21` gave EBV gp42 block -7, p97 inhibitor 0, Tb hexokinase -20, Runt-SMMHC FRET 0, NCF1 inh -7, m-calpain inh -325, Furin inhibitor -15[20 µM], RBBP9 inh 6 and Runt-CBFb FRET 2.
`CNC(=S)Nc1cc(Cl)ccc1Oc1ccccc1` gave EBV gp42 block 0, p97 inhibitor 3, Tb hexokinase 3, Runt-SMMHC FRET 1, NCF1 inh -1, m-calpain inh -8, Furin inhibitor -25, RBBP9 inh -4 and Runt-CBFb FRET -1.
`Cc1csc(NC(=O)/C=C/c2ccc(C)o2)n1` gave EBV gp42 block -5, p97 inhibitor 0, Tb hexokinase -33, Runt-SMMHC FRET 0, NCF1 inh -15, m-calpain inh -3, Furin inhibitor 4, RBBP9 inh 6 and Runt-CBFb FRET 4.
For Cc1nc2c3cc(F)ccc3n(Cc3ccccc3F)c2s1 the results were EBV gp42 block 10, p97 inhibitor 0, Tb hexokinase 0, Runt-SMMHC FRET 0, NCF1 inh -13, m-calpain inh 3, Furin inhibitor -10, RBBP9 inh 0 and Runt-CBFb FRET 10.
`O=[N+]([O-])c1ccc(OCc2cnc(Cl)s2)cc1` gave EBV gp42 block -10, p97 inhibitor 1, Tb hexokinase -5, Runt-SMMHC FRET -4, NCF1 inh -1, m-calpain inh 7, Furin inhibitor -12, RBBP9 inh 6 and Runt-CBFb FRET 0.
For COc1ccc(CN(C)CC(=O)NC(C)c2ccccc2)cc1OC (stereo not drawn) the results were EBV gp42 block -21, p97 inhibitor 5, Tb hexokinase -5, Runt-SMMHC FRET 0, NCF1 inh -11, m-calpain inh -22, Furin inhibitor -29, RBBP9 inh 6 and Runt-CBFb FRET 0.
O=C(N/N=C/CCc1ccccc1)c1ccc(CN2c3cccc4cccc(c34)S2(=O)=O)cc1 was read as EBV gp42 block -19, p97 inhibitor 7, Tb hexokinase -6, Runt-SMMHC FRET -1, NCF1 inh -29, m-calpain inh -106, Furin inhibitor -14, RBBP9 inh -7 and Runt-CBFb FRET 2.
`S=c1[nH]nc(-c2ccco2)n1-c1ccccc1Cl` gave EBV gp42 block -16, p97 inhibitor 5, Tb hexokinase 1, Runt-SMMHC FRET -1, NCF1 inh -7, m-calpain inh -7, Furin inhibitor -25, RBBP9 inh -3 and Runt-CBFb FRET 6.
CS(=O)(=O)N1CCN(c2ccccc2NC(=O)c2ccc3ccccc3c2)CC1 was read as EBV gp42 block -14, p97 inhibitor -1, Tb hexokinase 0, Runt-SMMHC FRET 1, NCF1 inh -21, m-calpain inh -2, Furin inhibitor -23[20 µM], RBBP9 inh 2 and Runt-CBFb FRET 1.
`CCn1c(SCC(=O)Nc2c(C)n(C)n(-c3ccccc3)c2=O)nnc1-c1cccc(C)c1` gave EBV gp42 block -5, p97 inhibitor 4, Tb hexokinase -1, Runt-SMMHC FRET -2, NCF1 inh -9, m-calpain inh -6, Furin inhibitor -15, RBBP9 inh -10 and Runt-CBFb FRET -1.
`Cc1ccc(S(=O)(=O)/N=C(\CN2CCCCC2)N2CCOCC2)cc1` gave EBV gp42 block -6, p97 inhibitor -1, Tb hexokinase 2, Runt-SMMHC FRET 2, NCF1 inh -2, m-calpain inh -27, Furin inhibitor -18, RBBP9 inh -1 and Runt-CBFb FRET -2.
`Cc1cc(C)nc(SCCC(=O)N2CCOCC2)n1` gave EBV gp42 block -20, p97 inhibitor 3, Tb hexokinase 5, Runt-SMMHC FRET 1, NCF1 inh -5, m-calpain inh 14, Furin inhibitor -24[20 µM], RBBP9 inh -3 and Runt-CBFb FRET 0.
`O=C(Cc1csc(-c2ccccc2)n1)NCc1cccs1` gave EBV gp42 block -3, p97 inhibitor 3, Tb hexokinase 1, Runt-SMMHC FRET -3, NCF1 inh -2, m-calpain inh -7, Furin inhibitor -21, RBBP9 inh -11 and Runt-CBFb FRET -2.
For O=c1cc(-c2ccc([N+](=O)[O-])cc2)nc2cc(-c3ccc(Cl)cc3)[nH]n12 the results were EBV gp42 block 83*, p97 inhibitor -2, Tb hexokinase 2, Runt-SMMHC FRET -11, NCF1 inh 23, m-calpain inh -13, Furin inhibitor -10, RBBP9 inh 4 and Runt-CBFb FRET 0.
Screening Cc1ccc2c(C)nc(Nc3nc(CSc4nc5ccccc5[nH]4)cc(=O)[nH]3)nc2c1 returned EBV gp42 block -17, p97 inhibitor 3, Tb hexokinase -12, Runt-SMMHC FRET 1, NCF1 inh -32, m-calpain inh -179, Furin inhibitor -28[20 µM], RBBP9 inh -1 and Runt-CBFb FRET -6.
Oc1cccc2cnccc12 was read as EBV gp42 block -4, p97 inhibitor 4, Tb hexokinase -15, Runt-SMMHC FRET 0, NCF1 inh -22, m-calpain inh -9, Furin inhibitor -23, RBBP9 inh 1 and Runt-CBFb FRET 10.
O=C(CN1C(=O)c2ccccc2C1=O)NNC1=NS(=O)(=O)c2ccccc21 was read as EBV gp42 block -4, p97 inhibitor 7, Tb hexokinase 24, Runt-SMMHC FRET -3, NCF1 inh 3, m-calpain inh 9, Furin inhibitor -11, RBBP9 inh -7 and Runt-CBFb FRET -2.
Screening CCOC(=O)c1c(-c2cccs2)csc1NC(=O)CNCCN1CCOCC1 returned EBV gp42 block -16, p97 inhibitor -2, Tb hexokinase -15, Runt-SMMHC FRET -2, NCF1 inh 3, m-calpain inh -9, Furin inhibitor -16[20 µM], RBBP9 inh 2 and Runt-CBFb FRET 4.
Screening CSCCC(C(=O)NC1=NCCS1)N1C(=O)c2ccccc2C1=O (stereo not drawn) returned EBV gp42 block -3, p97 inhibitor 9, Tb hexokinase 2, Runt-SMMHC FRET -1, NCF1 inh -5, m-calpain inh -37, Furin inhibitor -16[20 µM], RBBP9 inh -6 and Runt-CBFb FRET 2.
O=C(Cc1coc2ccc3ccccc3c12)N1CCN(c2ncccn2)CC1 was read as EBV gp42 block -10, p97 inhibitor 2, Tb hexokinase 2, Runt-SMMHC FRET -1, NCF1 inh -5, m-calpain inh -42, Furin inhibitor -19, RBBP9 inh -10 and Runt-CBFb FRET -2.
C=CCc1cc(C)ccc1OCCn1ccnc1 was read as EBV gp42 block -16, p97 inhibitor -7, Tb hexokinase 3, Runt-SMMHC FRET -1, NCF1 inh -12, m-calpain inh -5, Furin inhibitor 9[20 µM], RBBP9 inh -3 and Runt-CBFb FRET 0.
COc1ccc(OC)c(C(=O)CSc2nnc(Cc3cccs3)n2C)c1 was read as EBV gp42 block -8, p97 inhibitor 4, Tb hexokinase -5, Runt-SMMHC FRET -9, NCF1 inh 0, m-calpain inh 14, Furin inhibitor -16[20 µM], RBBP9 inh -5 and Runt-CBFb FRET 2.
O=C(NC1C(=O)NNC1c1ccccc1)c1ccc(F)cc1 (stereo not drawn) was read as EBV gp42 block -13, p97 inhibitor 7, Tb hexokinase -7, Runt-SMMHC FRET 2, NCF1 inh -3, m-calpain inh 15, Furin inhibitor 1[20 µM] and RBBP9 inh -7.
Cc1ccc(N=Nc2c(C)[nH][nH]c2=O)c(C)c1 was read as EBV gp42 block -4, p97 inhibitor 1, Tb hexokinase -14, Runt-SMMHC FRET -12, NCF1 inh 1, m-calpain inh -2, Furin inhibitor -6[20 µM], RBBP9 inh 2 and Runt-CBFb FRET -9.

Some of these compounds in order of SMILES length, smallest number first:
C=CCc1cc(C)ccc1OCCn1ccnc1 was read as EBV gp42 block -16, p97 inhibitor -7, Tb hexokinase 3, Runt-SMMHC FRET -1, NCF1 inh -12, m-calpain inh -5, Furin inhibitor 9[20 µM], RBBP9 inh -3 and Runt-CBFb FRET 0.
Cc1ccc(N=Nc2c(C)[nH][nH]c2=O)c(C)c1 was read as EBV gp42 block -4, p97 inhibitor 1, Tb hexokinase -14, Runt-SMMHC FRET -12, NCF1 inh 1, m-calpain inh -2, Furin inhibitor -6[20 µM], RBBP9 inh 2 and Runt-CBFb FRET -9.
O=C(NC1C(=O)NNC1c1ccccc1)c1ccc(F)cc1 (stereo not drawn) was read as EBV gp42 block -13, p97 inhibitor 7, Tb hexokinase -7, Runt-SMMHC FRET 2, NCF1 inh -3, m-calpain inh 15, Furin inhibitor 1[20 µM] and RBBP9 inh -7.
